# Yeast superoxide: caloric restriction mimetics inhibiting age-related superoxide in yeast. S. cerevisiae aged cells, superoxide DHE fluorescence; active compounds read low. superoxide response (% of plate mean), % at 10 µM. actives 0.18% (n = 330,000). AID 2690;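 active = superoxide response under a set limit, about three screen SD below normal, cut at about 65% in these data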;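 note: yeast aged for seven days with compound at 30 °C before DHE staining; 100% = average MFI of all compound-treated wells on the plate with controls excluded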
# AHR act: activates the human aryl hydrocarbon receptor | P35869 | AHR-responsive luciferase reporter cells, luminescence | activation, % at 5 µM | actives 2.5% (n = 320,000) | AID 2796; in the data active = activation above about 47%;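 note: 0% = vehicle wells and 100% = reference agonist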
# Target sequence (P35869 whole entry, looked up): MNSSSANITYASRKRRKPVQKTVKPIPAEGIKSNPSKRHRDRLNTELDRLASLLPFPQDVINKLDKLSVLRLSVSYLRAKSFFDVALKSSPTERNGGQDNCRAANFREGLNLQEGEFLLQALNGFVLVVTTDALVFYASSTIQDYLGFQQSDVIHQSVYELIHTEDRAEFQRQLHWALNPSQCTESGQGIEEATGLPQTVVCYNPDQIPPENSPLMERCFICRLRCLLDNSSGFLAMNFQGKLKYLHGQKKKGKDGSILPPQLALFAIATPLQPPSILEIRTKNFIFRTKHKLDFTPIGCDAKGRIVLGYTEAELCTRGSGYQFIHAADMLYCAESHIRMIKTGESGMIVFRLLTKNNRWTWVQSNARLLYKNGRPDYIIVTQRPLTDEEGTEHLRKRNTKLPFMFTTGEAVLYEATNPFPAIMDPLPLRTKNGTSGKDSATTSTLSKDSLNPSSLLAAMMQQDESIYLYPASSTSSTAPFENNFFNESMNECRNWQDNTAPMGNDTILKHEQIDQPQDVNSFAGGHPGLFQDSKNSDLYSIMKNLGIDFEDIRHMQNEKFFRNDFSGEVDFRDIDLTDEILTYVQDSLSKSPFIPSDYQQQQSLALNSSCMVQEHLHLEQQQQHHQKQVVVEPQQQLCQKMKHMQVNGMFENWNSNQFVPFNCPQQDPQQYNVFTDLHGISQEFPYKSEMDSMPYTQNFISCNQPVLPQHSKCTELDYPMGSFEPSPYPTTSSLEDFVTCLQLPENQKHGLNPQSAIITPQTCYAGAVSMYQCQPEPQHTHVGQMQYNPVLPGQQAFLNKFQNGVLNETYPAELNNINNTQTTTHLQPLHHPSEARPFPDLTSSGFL
# MEP2-GFP yeast: yeast TOR pathway MEP2-GFP modulation; S. cerevisiae MEP2-GFP strain, flow cytometry GFP, 3 h; 100% = DMSO control level; actives 0.51% (n = 330,000); GFP response vs DMSO, % at 10 µM; AID 2016;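 active = GFP response versus DMSO above a set limit, roughly screen mean plus 3 SD, cut at about 180% in these data; inconclusive = fewer than 70 cells counted for a yeast strain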;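 note: median GFP fluorescence of the barcode-gated MEP2-GFP cells per well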
# AGP1-GFP MLPCN: modulators of TOR pathway AGP1-GFP in S. cerevisiae; GFP response vs DMSO, % at 10 µM; S. cerevisiae AGP1-GFP multiplex flow cytometry, 3 h; GFP as percent of DMSO wells; actives 0.02% (n = 320,000); AID 2066;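 active = GFP response relative to DMSO above a set limit, near screen average plus 3 SD, cut at about 150% in these data; inconclusive = fewer than 70 cells counted for the yeast strain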;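 note: median GFP channel fluorescence of the gated AGP1 strain per well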
# LAP4-GFP MLPCN: alters LAP4-GFP fluorescence in TOR pathway yeast screen; S. cerevisiae LAP4-GFP multiplex, flow cytometry GFP, 3 h; median GFP as percent of DMSO wells; GFP response vs DMSO, % at 10 µM; actives 0.34% (n = 320,000); AID 2023;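 active = GFP response vs DMSO above a set limit, about the screen mean plus 3 SD, cut at about 150% in these data; inconclusive = under 70 cell events counted for the yeast strain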
# CIT2-GFP yeast: modulators of TOR pathway CIT2-GFP in S. cerevisiae | S. cerevisiae CIT2-GFP strain, flow cytometry, 3 h; 100 means same as DMSO wells | GFP response vs DMSO, % at 10 µM | actives 0.065% (n = 320,000) | AID 2029;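 active = GFP response relative to DMSO above a set limit, near the screen mean plus 3 SD, cut at about 150% in these data; inconclusive = Fewer than 70 cells measured for a yeast strain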;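 note: ratio of well median GFP fluorescence to mean of DMSO wells on the plate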
# RPL19A-GFP yeast: modulators of TOR pathway RPL19A-GFP in S. cerevisiae | S. cerevisiae RPL19A-GFP strain, flow cytometry, 3 h; active compounds read low | percent response vs DMSO, % at 10 µM | actives 0.3% (n = 330,000) | AID 2025;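 active = percent response vs DMSO below 50%; inconclusive = fewer than 70 events counted for the yeast strain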;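 note: median channel GFP fluorescence of the barcoded RPL19A-GFP strain; ratio of sample median GFP to plate DMSO average so 100% = DMSO; lower means less RPL19A-GFP as with rapamycin TOR inhibition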
# Efflux pump inh: blocks antifungal efflux pumps in multiplex yeast assay | S. cerevisiae Candida pump triplex, Nile Red efflux | inhibition, % at 10 µM | actives 0.44% (n = 330,000) | AID 485275;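 active = plate passing quality check with inhibition over a set limit, or well fluorescence over plate mean plus 4 SD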;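 note: Nile Red retained in pooled yeast measured as flow cytometry median fluorescence; 0% = buffer negative control and 100% = Enniatin B positive control; higher means more Nile Red kept so more efflux inhibition; some compounds called inactive have numbers as strong as hits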
# * hit, by the source's call; ? = inconclusive; / = not tested or not shown; [ ] = remark or other dose.
# Start of the listing, in advance (ten entries):
entry	SMILES	AHR act	LAP4-GFP MLPCN	RPL19A-GFP yeast	AGP1-GFP MLPCN
1	COc1cc(C(=O)Nc2cc(C)ccn2)ccc1OCC(=O)N1CCOCC1	-2	103	100	101
2	C=C(C)CSc1ncc(-c2cccc(C(F)(F)F)c2)cn1	4	96	102	106
3	O=C1C(NS(=O)(=O)c2cccs2)=C(N2CCN(Cc3ccccc3)CC2)C(=O)c2ccccc21	7	100	97	101
4	CCc1nc(C)c(C#N)c2cc(OC)c(OC)cc12	8	101	98	99
5	O=C(O)c1sccc1S(=O)(=O)c1ccccc1	3	104	101	103
6	CCN1CCN(CCNC(=O)c2ccc(CS(=O)(=O)c3c(Cl)cccc3Cl)o2)CC1	-2	101	100	107
7	Cc1cc(C)c(S(=O)(=O)NCCc2cc3ccc(C)c(C)c3[nH]c2=O)c(C)c1	2	85	97	93
8	CC(C)Cc1nnc(NC(=O)CCC(=O)N2CCN(c3ccccc3)CC2)s1	-1	107	102	106
9	O=C1[C@H]2[C@@H](c3ccc(F)cc3)N3C(=O)N(c4ccccc4)C(=O)[C@@]3(Cc3ccccc3)[C@H]2C(=O)N1C1CCCCC1	-3	92	95	85
10	CCOC(=O)c1cccc(-n2cccc2/C=C2\NC(=O)N(CC(=O)O)C2=O)c1	-2	80	101	81

entry	MEP2-GFP yeast	Yeast superoxide	Efflux pump inh	CIT2-GFP yeast
1	107	97	0.1	107
2	100	66	-0.1	102
3	96	114	0.1	101
4	106	93	0.3	97
5	101	88	-0.1	102
6	107	90	-0.1	102
7	101	102	-0.2	94
8	100	110	0.0	107
9	89	106	0.2	93
10	93	95	-0.4	81

# Main list, previewed entries included:
entry	SMILES	AHR act	LAP4-GFP MLPCN	RPL19A-GFP yeast	AGP1-GFP MLPCN
1	COc1cc(C(=O)Nc2cc(C)ccn2)ccc1OCC(=O)N1CCOCC1	-2	103	100	101
2	C=C(C)CSc1ncc(-c2cccc(C(F)(F)F)c2)cn1	4	96	102	106
3	O=C1C(NS(=O)(=O)c2cccs2)=C(N2CCN(Cc3ccccc3)CC2)C(=O)c2ccccc21	7	100	97	101
4	CCc1nc(C)c(C#N)c2cc(OC)c(OC)cc12	8	101	98	99
5	O=C(O)c1sccc1S(=O)(=O)c1ccccc1	3	104	101	103
6	CCN1CCN(CCNC(=O)c2ccc(CS(=O)(=O)c3c(Cl)cccc3Cl)o2)CC1	-2	101	100	107
7	Cc1cc(C)c(S(=O)(=O)NCCc2cc3ccc(C)c(C)c3[nH]c2=O)c(C)c1	2	85	97	93
8	CC(C)Cc1nnc(NC(=O)CCC(=O)N2CCN(c3ccccc3)CC2)s1	-1	107	102	106
9	O=C1[C@H]2[C@@H](c3ccc(F)cc3)N3C(=O)N(c4ccccc4)C(=O)[C@@]3(Cc3ccccc3)[C@H]2C(=O)N1C1CCCCC1	-3	92	95	85
10	CCOC(=O)c1cccc(-n2cccc2/C=C2\NC(=O)N(CC(=O)O)C2=O)c1	-2	80	101	81
11	Cc1ccc(OCC(=O)NCCNC(=O)c2ccc(C)nc2)cc1	-3	96	100	95
12	Cn1cc(C(=O)N/N=C/c2ccc(Br)c([N+](=O)[O-])c2)c2ccccc21	2	110	99	102
13	O=C(NC1CCN(C(=O)Nc2cccc(Cl)c2)CC1)C1CCCCC1	4	88	96	91
14	O=c1cc(-c2ccccc2)nc(SCc2ccc(Cl)cc2)[nH]1	6	109	97	101
15	CCCCC(c1nnnn1CCOC)N1CCN(C)CC1 (stereo not drawn)	1	90	103	98

entry	MEP2-GFP yeast	Yeast superoxide	Efflux pump inh	CIT2-GFP yeast
1	107	97	0.1	107
2	100	66	-0.1	102
3	96	114	0.1	101
4	106	93	0.3	97
5	101	88	-0.1	102
6	107	90	-0.1	102
7	101	102	-0.2	94
8	100	110	0.0	107
9	89	106	0.2	93
10	93	95	-0.4	81
11	99	93	0.1	89
12	97	99	0.1	94
13	93	92	0.0	93
14	97	106	0.0	109
15	101	100	0.3	97

# More entries:
entry	SMILES	AHR act	LAP4-GFP MLPCN	RPL19A-GFP yeast	AGP1-GFP MLPCN
16	CC(C)c1ccc(Nc2nnns2)cc1	1	/	97	/
17	CCOc1ccc(N(C(=O)CNC(=O)c2ccco2)C(C(=O)NC2CCCC2)c2ccco2)cc1 (stereo not drawn)	1	94	102	98
18	c1ccc2c(c1)Cn1nnnc1-2	-2	98	97	102
19	O=C(NCc1ccco1)c1ccc(N2CCOCC2)c([N+](=O)[O-])c1	5	98	105	98
20	Cn1cc(C(=O)N2CCc3ccccc3C2)c(=O)c2cc(S(=O)(=O)N3CCOCC3)ccc21	5	83	100	88
21	O=C(O)c1cc([N+](=O)[O-])c(Sc2nc3ccccc3[nH]2)c([N+](=O)[O-])c1	1	94	100	96
22	COc1ccccc1-c1c(NC(=O)C(C)C)n(C)c2ccccc2c1=O	14	101	101	104
23	C/C(=N\NC(=O)c1cc(C)oc1C)c1ccc2ccccc2c1	14	97	100	98
24	CC1CCCCN1C(=O)c1cc(Cl)ccc1[N+](=O)[O-] (stereo not drawn)	0	105	103	106
25	Cc1cccc(NC(=O)CN2C(=O)S/C(=C\c3cc(C)n(C)c3C)C2=O)c1	5	90	96	92
26	COc1ccc(/C=C2\SC(=O)N(CCn3cnnn3)C2=O)cc1	1	109	103	101
27	CC1Cc2ccccc2N1CC(=O)Nc1ccc(N2CCOCC2)cc1 (stereo not drawn)	14	97	100	103
28	Cc1cc(=O)oc2cc(OCC(=O)NCc3ccncc3)ccc12	-4	96	92	95
29	O=C(CN1C(=O)c2ccccc2C1=O)NC1CCC(O)CC1 (stereo not drawn)	1	104	108	104
30	COc1ccc(CC(=O)Nc2cccc(C(=O)NN3C(=O)c4ccccc4C3=O)c2C)cc1	5	96	105	105

entry	MEP2-GFP yeast	Yeast superoxide	Efflux pump inh	CIT2-GFP yeast
16	143	109	0.5	/
17	104	92	-0.2	100
18	96	93	0.1	97
19	116	113	0.1	112
20	104	94	0.2	72
21	97	113	0.1	102
22	101	91	-0.2	103
23	106	93	-0.2	103
24	105	100	-0.1	100
25	90	107	-0.5	92
26	107	93	0.1	96
27	104	117	0.0	102
28	103	99	0.0	101
29	106	107	-0.1	108
30	113	105	0.1	105

# The list continues:
entry	SMILES	AHR act	LAP4-GFP MLPCN	RPL19A-GFP yeast	AGP1-GFP MLPCN
31	Cc1nnc(N(C)C(=O)c2ccc3c(c2)OCO3)s1	2	?	?	?
32	COc1ccccc1OCC(=O)NNC(=O)Nc1ccc(Cl)cc1	5	100	97	93
33	CNC(=O)COC(=O)c1cccnc1SC	-3	97	101	105
34	CC(C)NCCOc1cccc(Br)c1	1	87	93	100
35	COc1cc2c(cc1OC)CN(C(=O)c1ccc(Br)o1)CC2	20	116	109	109
36	COc1ccc(/C=N/NC(=O)c2cccc(C(F)(F)F)c2)cc1	6	96	92	91
37	C=CCN1C(=O)N(c2ccc(F)cc2)C(=O)C1CC(=O)Nc1ccc(Cl)cc1 (stereo not drawn)	2	122	93	121
38	O=C(NCc1ccccc1)c1nc2c(nnn2Cc2cccc(Cl)c2)c(=O)[nH]1	-1	100	100	104
39	c1csc(-c2nn3c(Cn4cnc5ccccc54)nnc3s2)c1	32	99	99	104
40	Cc1ccc(Nc2nc3ccccc3c(=O)[nH]2)cc1C	10	96	106	96
41	CCN(CC)S(=O)(=O)c1ccc(N2CCN(C)CC2)c(NC(=O)c2cc(=O)c3ccccc3o2)c1	1	?	39*[may fluoresce violet]	?
42	Cc1cc(C)cc(OCC(=O)OCC(=O)NC2CCCCCCC2)c1	-2	106	97	104
43	COc1ccccc1Nc1nc(C)cc(C)c1C(N)=O	39	97	100	103
44	Cc1nc(CN(C)Cc2nc(Cc3ccccc3Cl)no2)cs1	2	103	100	99
45	CCOc1ccc(NC(=O)CN(C)C(=O)c2cn(-c3ccccc3)nc2-c2cccs2)cc1OCC	/	88	108	91

entry	MEP2-GFP yeast	Yeast superoxide	Efflux pump inh	CIT2-GFP yeast
31	?	116	0.0	?
32	100	120	0.2	93
33	103	99	0.0	109
34	94	111	0.0	92
35	114	108	0.2	101
36	94	92	-0.1	97
37	120	108	0.0	127
38	109	96	0.0	101
39	103	97	0.0	104
40	99	79	0.1	87
41	?	119	-0.2	?
42	95	99	0.0	102
43	100	99	-0.2	100
44	97	106	-0.1	103
45	102	110	1.3	93

# (continued)
entry	SMILES	AHR act	LAP4-GFP MLPCN	RPL19A-GFP yeast	AGP1-GFP MLPCN
46	O=C(CSc1nc(-c2ccccc2)cs1)NCc1ccco1	-4	127	100	104
47	CC(=O)Nc1ccc(/C=C(\C#N)C(N)=O)cc1	0	105	92	102
48	Cn1c(=O)[nH]c(=O)c2c1nc(CN1CCN(c3ccccc3F)CC1)n2CCc1ccccc1	3	92	91	87
49	CCC(C)NC(=O)[C@@H]1CSC2c3ccccc3C(=O)N21 (stereo partly drawn)	8	103	92	98
50	Cc1ccc(Sc2cnc(N)nc2C)cc1	7	111	95	101
51	C/C=C/c1ccc(OCC(O)CN(C)Cc2ccc(SC)cc2)c(OC)c1 (stereo not drawn)	6	85	92	93
52	Cc1cc(C)cc(NC(=O)c2cc3c(=O)n4ccccc4nc3s2)c1	-15	101	97	100
53	O=C(C1=C[C@@H](c2ccc(C(F)(F)F)cc2)C[C@@H](OCCCCO)O1)N1CCOCC1	0	97	99	101
54	Cc1cccc(C)c1NC(=O)c1cc(-c2ccccn2)nc2ccccc12	6	93	94	94
55	COc1ccc(NC(=O)N2CCCC2C(=O)NCc2cccs2)cc1 (stereo not drawn)	2	102	101	102
56	C/C(=N\NC(=O)Cc1cccn1C)c1ccc2ccccc2c1	7	/	95	92
57	COc1ccc(CN=C2NC(=O)CC(C(=O)Nc3ccccc3C)S2)cc1 (stereo not drawn)	0	95	103	101
58	CN(Cc1ccccc1)S(=O)(=O)c1cccc(C(=O)O)c1	3	107	96	102
59	O=C(Nc1ccncc1)Nc1cccc(Cl)c1	23	92	117	105
60	Cc1c(NC(=O)CC(C)C)c(=O)n(-c2ccccc2)n1C	0	93	98	85

entry	MEP2-GFP yeast	Yeast superoxide	Efflux pump inh	CIT2-GFP yeast
46	100	89	0.1	84
47	94	91	0.2	105
48	94	104	0.3	90
49	105	81	-0.2	98
50	93	101	0.4	81
51	90	99	0.0	91
52	102	111	-0.1	108
53	104	107	0.1	94
54	88	108	0.0	93
55	103	103	-0.2	102
56	96	101	-0.1	93
57	102	94	0.0	100
58	92	102	0.1	88
59	112	100	-0.1	107
60	99	80	-0.2	104

# Carrying on:
entry	SMILES	AHR act	LAP4-GFP MLPCN	RPL19A-GFP yeast	AGP1-GFP MLPCN
61	COc1ccc(C2CC(c3cccs3)=Nc3ccccc3S2)cc1OC (stereo not drawn)	10	102	93	86
62	Cc1ccc(N(CC(=O)NCc2ccco2)C(=O)CCC(=O)Nc2nccs2)cc1C	6	97	99	97
63	COc1ccccc1N1CCN(C(=O)C(CC(C)C)NC(=O)C2CCCCC2)CC1 (stereo not drawn)	1	91	103	102
64	COc1ccc(C(=O)/C(=C\N(C)C)n2nc(C)cc2C)cc1	1	102	95	101

entry	MEP2-GFP yeast	Yeast superoxide	Efflux pump inh	CIT2-GFP yeast
61	100	89	-0.1	86
62	104	95	0.1	90
63	100	99	0.0	105
64	97	97	0.1	100
